Assay outcomes (PubChem BioAssay)
CCT chaperon mod: High-Throughput Screening for Modulators of Cytosolic Chaperonin Activity; 360,000 compounds, 0.3% hits; activity change, % (concentration not given with the values), hits read low; purified chaperonin ATPase assay, HTRF ADP detection, 30 min; in the data active means activity change below about -30%; further: on the % scale 0 is the no-effect control and ±100 the full control effect
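TRiC (40 or 20 nM final, by batch activity) in 30 mM Tris pH 7.4, 100 mM KCl, 5 mM MgCl2, 1 mM DTT was treated with compound at 76 uM single dose, then 10 uM ATP, 30 min at 37 °C. ADP was read by HTRF Transcreener.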
Nrf2 block: Nrf2 qHTS screen for inhibitors; A549 ARE-Fluc reporter, luciferase luminescence, 18-24 h; Potency, µM (highest dose often 46 µM), inactives show at the top dose activity change, negative = inhibition, actives largely listed as inhibitors; 360,000 compounds, 2.1% hits; AID 504444, 2011; further: potency means the concentration at half of the fitted maximal effect; on the % scale 0 is the no-effect control and ±100 the full control effect; nearly all actives have a fitted effect of over 60% in size
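In this cell-based qHTS, ARE-driven firefly luciferase in A549 cells reports Nrf2 activity; the luminescent signal after BugLite lysis is the measured value, with a prior CellTiter-Fluor read for cell health.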
MmCpn inh: Inhibitors of TCP-1 ring complex (TRiC) of Methanococcus maripaludis (MmCpn): qHTS. purified Mm-Cpn ATPase, ADP Transcreener TR-FRET. AID 504842, 2011. 330,000 compounds, 0.031% hits. Potency, µM (top dose mostly 76.9 µM), for inactives: at the highest dose activity, negative = inhibition, most hits filed as inhibitors; further: potency means the concentration at half of the fitted maximal effect; on the % scale 0 is the no-effect control and ±100 the full control effect; nearly all actives have a fitted effect of over 80% in size
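Compound-treated chaperonin, 25 nM final, turns over 10 uM ATP at 37°C for 30 min following a 10 min preincubation; ADP generated competes with ADP-d2 for Eu-cryptate antibody, lowering FRET.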
HepG2 viability: qHTS for Inhibitors of TGF-b: Cytotox Counterscreen; HepG2 CAGA-GFP viability, ATP luminescence, 18 h; Potency, µM (series often up to 46.1 µM), for inactives: top-dose activity change, negative = cytotoxicity, usual class: cytotoxic; 410,000 compounds, 0.76% hits; AID 588856, 2011; further: potency means the concentration at half of the fitted maximal effect; some results filed as inactive show a strong effect at the top dose
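HepG2 CAGA-GFP cells (1000/well, DMEM with 1% FBS) received compound, then TGF-beta at 500 pg/mL final, and were incubated 18 hours at 37 degrees C. Viability was read by CellTiter-Glo luminescence. Media-only wells were set as complete cell-killing and DMSO as no toxicity.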
ATXN viability: Viability Counterscreen for Primary qHTS for Inhibitors of ATXN expression; S2 cells (HEK-293 line with an ATXN2-luciferase reporter) viability, CellTiter-Fluor protease fluorescence, 24 h; Potency, µM (highest dose often 56.7 µM), hits mostly cytotoxic; 400,000 compounds, 0.49% hits; AID 651635, 2014; further: potency means the concentration at half of the fitted maximal effect; nearly all actives have a fitted effect of over 40% in size
Nrf2 activator: qHTS of Nrf2 Activators. AREc32 ARE-luciferase reporter (MCF7-derived line), luminescence, 24 h. Potency, µM (top dose mostly 46.1 µM), for inactives: at the highest dose activation, most hits filed as activators. 410,000 compounds, 0.31% hits. AID 624171, 2012; further: potency means the concentration at half of the fitted maximal effect; % of control where 0% means no effect; nearly all actives have a fitted effect of over 65% in size
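Quantitative high-throughput format: AREc32 reporter cells, 1000 per well, received compound by pin transfer and were incubated 24 hr at 37 deg C, 5% CO2, before Steady-Glo luminescence detection.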
TGFb inhibitor: qHTS for Inhibitors of TGF-b. HepG2 CAGA-GFP TGF-b/SMAD3 reporter, GFP fluorescence, 18 h; TGF-beta stimulated, 500 pg/mL final. Potency, µM (top dose mostly 46.1 µM), inactives show at the top dose activity, negative = inhibition, hits mostly inhibitors. 410,000 compounds, 1.2% hits; further: potency means the concentration at half of the fitted maximal effect; on the % scale 0 is the no-effect control and ±100 the full control effect; nearly all actives have a fitted effect of over 65% in size
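Smad-responsive CAGA-GFP expression was quantified in HEPG2 cells exposed to compounds and 500 pg/mL final TGF-beta for 18 h at 37 degrees C; unstimulated wells defined full inhibition.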
pAkt inh: HTS Assay for Inhibitors of Akt Phophorylation: Primary Screen; 360,000 compounds, 0.32% hits; activity change, % for hits at 50 µM; Neuro2A IGF-stimulated pAkt S473 HTRF, 20 min; hits give low values; in the data active means activity change below about -80%; further: on the % scale 0 is the no-effect control and ±100 the full control effect
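Neuro2A cells in DMEM with 0.5% FBS, overnight at 37 deg C, given compound at single 50 µM final, then IGF (6 nM final) for 20 min at 37 deg C. Lysed; phospho-Akt Ser473 by HTRF after 24 h, 665/615 ratio.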
A549 tox: Nrf2 qHTS screen for inhibitors: counterscreen for cytotoxicity; A549 ARE-Fluc cells, CellTiter-Fluor viability, 18-24 h; 390,000 compounds, 0.16% hits; Potency, µM (series often up to 46 µM), inactives show at the top dose activity change, negative = cytotoxicity, hits mostly inhibitors; further: potency means the concentration at half of the fitted maximal effect; on the % scale 0 is the no-effect control and ±100 the full control effect
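A549 ARE-Fluc cells in 5% FBS OPTI-MEM, 5000 cells/well, rested 2 h then exposed to compounds in concentration-response for 18-24 h at 37 °C. Viability by CellTiter-Fluor fluorescence (Ex 405/Em 525) after 30 min; luciferase luminescence (BugLite, 15 min, RT) read afterwards.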
* hit, by the source's call; i = inactive. Unless noted, the call rests on the fitted dose curve; in most records, active means well fitted curve in the direction sought with a large enough effect; inconclusive means small, poorly fitted or top-dose-only effect, or another doubt; inactive means no such curve, though single readings can be large; an effect the other way counts as inactive or inconclusive.

SMILES | CCT chaperon mod | Nrf2 block | MmCpn inh | HepG2 viability | ATXN viability | Nrf2 activator | TGFb inhibitor | pAkt inh | A549 tox
O=C(CCNS(=O)(=O)c1cccc2nsnc12)NCCC1=CCCCC1 | 0.2 | 2.4% | -1.9% | 0.2% | i | -0.5% | 2.1% | -110.5%* | 14.1%
CCCNc1nc2c(c(=O)n(C)c(=O)n2C)n1CCc1ccccc1 | -0.3 | 4.11µM* | -0.3% | -22.4% | i | 0.1% | -7.9% | i | -17.7%
CCCc1c(C(=O)N/N=C/c2sccc2C)nnn1-c1nonc1N | 1.5 | 4.3% | 2.1% | -24.5% | i | 2.3% | -13.4% | i | 10.8%
CC(=NCCc1c(C)[nH]c2ccc(OC(F)(F)F)cc12)C1=C(O)CC(c2ccccc2)CC1=O (centres undefined) | -0.7 | -7.7% | 1.1% | -21.2% | i | -0.8% | -13.3% | i | -2.0%
CC(O)c1ccc(OCCN(C)c2ccccn2)cc1 (centres undefined) | -0.5 | 1.1% | -1.2% | -0.9% | i | -0.1% | -5.3% | i | 0.6%
